Bioassay records as filed in PubChem BioAssay.
MEKK2 WT-MEK5 = raises or lowers MEK5 binding to wildtype human MEKK2 PB1 domain; AID 1531; Q9Y2U5; 290,000 compounds, 1.1% hits; binding response (% of control), % at 10 µM; bead flow cytometry, Alexa488-MEK5 binding to MEKK2 WT; actives lie on both sides; in the data active means binding response below about 67% or above about 130%
MEKK3 PB1 HTS = MEKK3-MEK5 PB1 interaction, increase or decrease | Q99759 | bead-based flow cytometry, Alexa488-MEK5 binding to MEKK3; actives lie on both sides; 0 = blocked by unlabeled MEK5, 100 = vehicle | binding response (% of control), % at 10 µM | 290,000 compounds, 1.4% hits | AID 1529;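 active means binding response more than 3 SD above or below the average of its plate-row segment, actives on both sides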;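 further: Alexa488 bead fluorescence after subtracting the streptavidin-only scavenger bead signal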
Target sequence (Q99759 whole entry, looked up): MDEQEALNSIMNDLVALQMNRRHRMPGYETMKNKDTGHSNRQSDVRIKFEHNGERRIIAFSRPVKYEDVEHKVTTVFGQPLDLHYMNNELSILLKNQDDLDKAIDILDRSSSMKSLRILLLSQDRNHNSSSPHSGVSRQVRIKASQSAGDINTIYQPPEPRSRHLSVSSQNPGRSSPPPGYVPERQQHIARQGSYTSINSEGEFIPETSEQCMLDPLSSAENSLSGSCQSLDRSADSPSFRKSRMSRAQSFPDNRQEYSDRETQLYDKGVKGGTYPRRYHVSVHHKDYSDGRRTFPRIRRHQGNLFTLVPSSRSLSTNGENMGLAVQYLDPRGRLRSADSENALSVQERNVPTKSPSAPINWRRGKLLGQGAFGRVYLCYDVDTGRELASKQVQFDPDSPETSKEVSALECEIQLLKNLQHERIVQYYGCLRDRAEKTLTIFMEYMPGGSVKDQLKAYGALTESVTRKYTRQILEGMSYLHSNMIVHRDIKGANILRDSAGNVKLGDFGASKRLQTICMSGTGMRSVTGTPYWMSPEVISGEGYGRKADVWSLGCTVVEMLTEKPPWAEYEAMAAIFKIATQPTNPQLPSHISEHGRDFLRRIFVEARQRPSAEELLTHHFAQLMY
V1aR counter = activates human V1a receptor in oxytocin agonist counter-screen; 320,000 compounds, 0.25% hits; P37288; CHO-V1R cells, Fluo-8 calcium fluorescence, agonist mode; 0% DMSO, 100% 3 nM vasopressin; activation, % at 3 µM;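 active means activation above the mean activation of all tested compounds plus 3 SD, per screening run, cut at about 20% in these data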;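 further: signal is peak over basal fluorescence ratio across a 100 second FLIPR read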
NALP1 yeast inh = inhibitors of NALP1 inflammasome in yeast | S. cerevisiae NALP1/ASC/caspase-1 growth, X-gal OD620, 72 h | inhibition, % at 10 µM | 280,000 compounds, 0.61% hits | AID 2071; in the data active means inhibition mostly above about 24%, no sharp cut-off; inactive means mostly below about 32%; further: some compounds called inactive have numbers as strong as hits
OXTR ag = human OXTR agonism | P30559 | CHO-OTR cells, Fluo-8 calcium fluorescence; normalized: DMSO 0%, oxytocin 100% | activation, % at 3 µM | 320,000 compounds, 0.32% hits | AID 2435;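 active means activation above the mean of all tested compounds plus 3 SD, cutoff set per screening run, cut at about 20% in these data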;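 further: peak over basal fluorescence ratio from a 100 s FLIPR kinetic read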
GPR7 antagonist = blocks human GPR7 receptor signaling; P48145; GPR7-expressing cells, fluorescence antagonist assay; inhibition, % at 4.4 µM; 290,000 compounds, 1.1% hits; AID 1861; in the data active means inhibition above about 16%, passing the limit was not always enough;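 further: cells stimulated with the agonist NPW; 0% = agonist with vehicle and 100% = vehicle without agonist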
PHOSPHO1 inh = blocks human PHOSPHO1 phosphatase activity; Q8TCT1; recombinant PHOSPHO1, absorbance phosphatase assay; inhibition, % at 13.3 µM; 290,000 compounds, 1.1% hits; AID 1565; in the data active means inhibition above about 60%
Target sequence (Q8TCT1 whole entry, looked up): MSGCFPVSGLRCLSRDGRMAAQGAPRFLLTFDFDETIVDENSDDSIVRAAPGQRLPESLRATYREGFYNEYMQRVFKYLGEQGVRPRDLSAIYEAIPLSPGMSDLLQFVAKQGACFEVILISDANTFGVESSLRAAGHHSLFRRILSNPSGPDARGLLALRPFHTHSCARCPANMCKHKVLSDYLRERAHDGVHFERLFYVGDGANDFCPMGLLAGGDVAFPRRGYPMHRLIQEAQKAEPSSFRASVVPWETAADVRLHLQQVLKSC
MEKK2 mut-MEK5 = signal of MEK5 binding to mutant human MEKK2 PB1 domain. 290,000 compounds, 0.35% hits. bead flow cytometry, Alexa488-MEK5 binding to MEKK2 mutant. percent response, % at 10 µM; in the data active means percent response above about 24%, passing the limit was not always enough; further: inactives centre near 1; some results filed as inactive read as strong as hits; reference of the scale not given here
GalR3 antagonist = antagonists of human GalR3. AID 651719. HEK293 GalR3-CNG cAMP membrane potential fluorescence; galR3 body fused to GalR1 C-terminus. inhibition, % at 3 µM. 360,000 compounds, 0.44% hits;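 active means inhibition above the screen-wide average plus 3 SD, cut at about 13% in these data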;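 further: forskolin and galanin both at EC90 stimulate the cells; cAMP rise reported by CNG channel membrane potential dye signal; 0% = forskolin plus galanin with DMSO and 100% = forskolin alone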
* marks the source's active call; other numbers are inactive results; . = no result given. Compounds as they come; 5.4% or so of the library scored in one or more.

SMILES,MEKK2 WT-MEK5,MEKK3 PB1 HTS,V1aR counter,NALP1 yeast inh,OXTR ag,GPR7 antagonist,PHOSPHO1 inh,MEKK2 mut-MEK5,GalR3 antagonist
Cc1cc(C(=O)NC2CCCc3c2cnn3-c2ccc(C)c(C)c2)nc(C)n1 (configuration not stated),102,98,1.7,12,-2.0,-9,28,7,0
Cc1oc(-c2cccc(Cl)c2)nc1CN1CCC(C(=O)NC2CC2)CC1,99,102,0.3,18,0.4,-5,17,1,4
Cn1cc(CCC(=O)NCc2ccc3c(c2)OCO3)c2ccccc21,102,104,0.0,-5,-1.2,1,3,5,-4
CC1CCCCN1C(=O)CCn1c(=O)oc2ccccc21 (configuration not stated),113,103,0.2,11,-0.3,-15,38,9,2
Nc1nc2nccc(-c3ccc(Cl)cc3)n2n1,116,118,-1.0,36*,-1.5,-9,16,15,3
CC(=O)N/C(=C\c1ccccc1)C(=O)NC(C)C(=O)O (configuration not stated),85,87,-0.1,-9,0.8,-5,27,-6,2
O=C(c1cc2cc(Cl)ccc2[nH]1)N1CCc2ccccc2C1,98,98,-0.4,5,-0.8,-6,8,1,3
O=S1(=O)N(Cc2ccccc2F)CCCN1Cc1c(F)cccc1Cl,105,110,2.1,10,0.9,-13,38,11,-11
Cc1cc(C)c2ccc3c(C)c(C)nc3c2[nH]1,95,96,12,9,-0.4,1,20,-5,-8
COc1ccc(-c2nnc(CSc3nnc(-c4ccncc4)n3C3CCCCC3)o2)cc1OC,99,104,0.6,21,-0.6,-1,-27,1,-1
N#Cc1ccsc1NC(=O)CCc1ccccc1,104,106,-0.6,-2,-1.3,5,38,2,-5
Cc1c(C(=O)O)[nH]c2c1C(=O)CC(c1ccccc1)C2 (configuration not stated),103,102,0.8,11,-0.3,-1,-11,15,-3
CCOC(=O)C1(Cc2ccccc2)CCN(Cc2cn[nH]c2-c2ccccc2)CC1,95,98,4.4,8,13,5,12,-12,-10
Nc1ccc(Oc2cccc(Oc3ccc(N)cc3)c2)cc1,93,96,1.4,46,1.9,2,-8,-7,-1
O=[N+]([O-])c1cccc2c1ccc1ncccc12,105,106,-0.3,7,-1.1,-2,28,8,-7
Cc1ccc(C2=NS(=O)(=O)N(C)C(C(=O)NCc3ccccn3)=C2)cc1,99,101,0.5,10,-0.9,2,-4,2,.
CCOc1cc(N2CCOCC2)c(OCC)cc1NC(=O)COC(=O)c1cc2ccccc2cc1O,93,97,-0.1,19,-1.6,0,-10,-2,-6
Cc1cc(/C=N/NC(=O)c2cccc([N+](=O)[O-])c2)c(C)n1-c1ccccc1,110,117,-0.7,7,-1.6,0,0,3,-4
Cc1nn2c(SCC(=O)c3cccs3)cc(C(C)(C)C)nc2c1-c1ccccc1,105,127,0.6,8,0.7,0,4,0,-5
Cc1ccccc1-c1nc2c3ccccc3nc(=S)n2[nH]1,99,100,0.0,-48,-0.1,-16,11,-9,-10

Following part
SMILES,MEKK2 WT-MEK5,MEKK3 PB1 HTS,V1aR counter,NALP1 yeast inh,OXTR ag,GPR7 antagonist,PHOSPHO1 inh,MEKK2 mut-MEK5,GalR3 antagonist
O=C(CCCNC(=O)/C(=C\c1ccccc1F)NC(=O)c1ccccc1)OCc1ccccc1,95,101,-0.1,-5,-0.9,-9,16,-1,-5
CC(=O)Nc1ccc(S(=O)(=O)NNC(=S)NCC2CCCO2)cc1 (configuration not stated),98,102,-0.4,1,-0.8,-12,58,4,-1
COc1ccc(CCNC(=O)C2CC(=O)N(c3ccc(C(C)(C)C)cc3)C2)cc1OC (configuration not stated),99,101,1.6,4,1.0,2,21,-2,-7
CCC(C)NCC(=O)Nc1sc2c(c1C(N)=O)CCC2 (configuration not stated),104,104,1.2,-4,0.3,1,19,7,-2
O=C(O)c1cccc2c1C(=O)N(CC1CCCO1)C2 (configuration not stated),106,106,0.1,7,-0.6,-5,41,-11,1
COc1cc(C2C(C#N)=C(N)N(Nc3ccccc3)C3=C2C(=O)CC(C)(C)C3)ccc1OCc1cccc(F)c1 (configuration not stated),102,103,0.7,5,-0.3,-12,38,1,-3
COc1ccc(N2CCN(Cc3cc4c(cc3Br)OCCO4)CC2)cc1,110,102,0.5,11,0.4,4,-9,3,-5
N=c1n(CCN2CCCCC2)c2ccccc2n1CC(O)c1ccco1 (configuration not stated),101,97,-1.0,9,2.2,-3,12,-4,5
COc1ccc(OCC(O)CNC(=O)c2ccccc2C(=O)O)cc1 (configuration not stated),107,105,-0.5,27,-0.9,5,7,2,-1
COc1ccccc1CNC(=O)COC(=O)Cc1cccs1,94,99,-1.2,11,-1.0,-3,-7,-5,-1
CCc1cccc2c(C=C(C#N)C#N)cn(CC(=O)N3CCCCCC3)c12,101,100,0.8,4,0.6,-10,24,2,0
CC(=O)c1ccc(NC(=O)c2ccc(CNc3c(N4CCCC4)c(=O)c3=O)cc2)cc1,98,105,1.4,7,1.1,-8,27,3,-3
Cc1ccccc1C(=O)NCC(=O)O,98,104,1.9,2,0.8,-6,-21,-5,3
CC(=O)Nc1cccc(NC(=O)c2sc3ncn(CC(=O)N4CCCCC4)c(=O)c3c2C)c1,91,84,.,17,.,1,18,-6,-4
Cc1ccc(-c2csc(Nc3ccccn3)n2)cc1,116,110,-0.4,6,-1.6,-7,41,10,-7
CN(C)Cc1ccccc1Cc1ccccc1,102,100,0.8,32,0.3,-2,-5,-2,-10
COc1cccc(CC2(CO)CCCN(Cc3cn[nH]c3-c3ccc(F)cc3)C2)c1 (configuration not stated),101,96,2.9,-3,1.7,-4,41,-2,-3
CC(=O)Nc1ccc(S(=O)(=O)N2CCCN(S(=O)(=O)c3ccc(C)cc3)CC2)cc1,101,101,4.4,-4,7.4,-4,21,2,-8
NC(=O)[C@@H]1CCCNc2c(I)cc([N+](=O)[O-])cc2C(=O)N[C@@H](Cc2ccccc2)C(=O)N[C@@H](Cc2cnc[nH]2)C(=O)N1,100,96,-0.6,26,-1.9,3,8,-4,-3
CCOC(=O)c1csc(CCNC(=O)c2oc3c(Cl)cc(C)cc3c2C)n1,106,103,0.1,4,-0.8,5,48,5,-1

(further entries)
SMILES,MEKK2 WT-MEK5,MEKK3 PB1 HTS,V1aR counter,NALP1 yeast inh,OXTR ag,GPR7 antagonist,PHOSPHO1 inh,MEKK2 mut-MEK5,GalR3 antagonist
Cc1nc(-c2ccc(Cl)cc2)sc1C1(C)CC(c2cccc([N+](=O)[O-])c2)=NO1 (configuration not stated),92,96,0.9,.,-0.4,.,6,4,2
COc1ncnc2sc(-c3ccccc3)cc12,101,103,-0.2,9,-1.7,-6,-6,0,-1
O=C(N/N=C/c1coc2ccccc2c1=O)c1cc(Br)c(O)c(Br)c1,105,105,.,13,.,-4,31,2,-1
COC(=O)N/N=C/c1cn(CCCOc2ccc(C)cc2)c2ccccc12,100,96,0.7,23,0.0,-1,4,-2,0
O=C1CC(c2ccccc2)C(C(=O)O)N1 (configuration not stated),103,100,0.5,-5,0.5,-5,-9,4,3
O=C(c1cc(COc2ccc(F)cc2F)on1)N1CCN(C2CCCC2)C(=O)C1,101,102,6.1,12,2.5,-19,48,1,-2
CCCCC(=O)Nc1ccc(NC(=O)c2cccnc2)cn1,104,101,1.5,8,0.3,1,15,3,-2
COc1ccc(CNC(=O)c2cc3c(s2)CS(=O)C3)cc1 (configuration not stated),100,99,0.7,9,-0.1,6,-9,-1,4
O=C1CC(N2CCOCC2)C(=O)N1c1cccc(Cl)c1 (configuration not stated),111,109,0.2,6,0.6,-8,1,10,2
Cc1ccc(-c2nnc(SCC(N)=O)n2C)cc1,98,97,-0.4,-4,-1.6,-4,54,-2,-8
Cc1ccc(C(=O)O/N=C/c2c(N3CCOCC3)n(C)c3ccccc23)cc1,95,102,0.0,-4,-0.5,0,12,-4,-2
O=S(=O)(c1ccc(Oc2ccc(Br)cc2F)nc1)N1CCCCC1,94,89,-1.2,.,-2.6,-4,.,-3,-4
CCN(CC(=O)Nc1ccc2c(c1)OCCO2)C(=O)COc1ccc(C)cc1,105,101,0.1,1,-1.1,6,-2,1,-2
c1coc(CN2CCN(C(c3cccs3)c3nnnn3C3CCCC3)CC2)c1 (configuration not stated),106,103,-1.1,13,0.7,13,-13,3,-4
CCN(CC)C(=O)C1CCCN(c2ccc([N+](=O)[O-])cc2/C=N/NC(=O)c2ccc([N+](=O)[O-])cc2)C1 (configuration not stated),.,.,-0.4,-2,-0.3,-6,-71,.,0
CC(Nc1ccccc1CO)C(=O)Nc1cccc(Cl)c1Cl (configuration not stated),96,105,-1.1,9,0.8,-13,28,-1,-10
Cc1ccc(-c2nn3c(=O)c(C)nnc3s2)cc1,97,97,0.5,34,-0.5,-19,24,-1,2
COc1ccc(OC)c(C(C)NC(=O)Nc2ccccc2)c1 (configuration not stated),106,100,-0.3,14,-1.2,-16,32,3,3
CN1/C(=C/c2cccc[n+]2CCO)Sc2ccccc21,104,102,-0.4,28,0.2,-16,14,9,-1
COc1cccc(N2CCN(C(=O)c3ccc4nc[nH]c4c3)CC2)c1,99,99,1.7,-4,-0.4,-13,30,14,-2

Three entries out of the list above, ordered by the value under MEKK2 WT-MEK5, low to high:
smiles	MEKK2 WT-MEK5
Cc1cc(C(=O)NC2CCCc3c2cnn3-c2ccc(C)c(C)c2)nc(C)n1 (configuration not stated)	102
Cc1c(C(=O)O)[nH]c2c1C(=O)CC(c1ccccc1)C2 (configuration not stated)	103
Cc1ccc(-c2csc(Nc3ccccn3)n2)cc1	116

Following part.
SMILES,MEKK2 WT-MEK5,MEKK3 PB1 HTS,V1aR counter,NALP1 yeast inh,OXTR ag,GPR7 antagonist,PHOSPHO1 inh,MEKK2 mut-MEK5,GalR3 antagonist
COc1ccccc1-c1nnc(NC(=O)C2=COCCO2)o1,96,97,0.8,18,-0.2,0,-23,-3,0
CCOC(=O)c1c[nH]c2c(C(=O)c3ccccc3)cc(Cl)cc2c1=O,101,102,.,-3,.,-12,.,1,3
CCCC(=O)Nc1ccc(-c2nc3cc(C)ccc3o2)cc1,104,103,1.2,21,1.2,-5,19,3,-4
Cc1nc2c(Cl)cccc2c2c1CC(CBr)O2 (configuration not stated),103,107,3.8,15,-0.5,-9,20,1,-9
CC(C)c1cc(CNC(=O)c2cc(COc3cncc(Cl)c3)on2)on1,105,104,.,5,.,8,3,6,-8
CCOc1ccc(N(CC(=O)NC2CCCCC2)C(=O)Cn2nnc(-c3ccc(C)o3)n2)cc1,98,99,.,9,.,0,10,1,-8
Clc1cc2nc[nH]c2cc1Cl,97,97,4.0,.,3.4,-8,18,-1,-5
COC(=O)c1ccc(/C=N/Nc2nc(C)c(C)s2)cc1,91,93,1.7,12,0.2,-5,36,-6,0
CCOc1ccc(S(=O)(=O)NNS(=O)(=O)c2ccc(C)cc2C)cc1,96,98,1.0,-1,0.7,11,-108,2,-10
Cc1ccc(-c2nc3cc(N)ccc3o2)cc1,.,.,0.2,27,0.4,4,0,.,2
CNC(=O)COC(=O)c1[nH]c(C)c(C(C)=O)c1C,108,108,1.0,31,1.3,-5,-30,4,-7
COc1ccc(C(NC(C)=O)c2c(O)ccc3ccccc23)cc1OC (configuration not stated),116,103,0.3,3,0.3,7,-9,18,-3
C#CCOCCOCCOCCNc1nc(N2CCN(C(=O)[C@H](CCCCN)n3cc([C@@H](N)CO)nn3)CC2)nc(N2CCN(C(=O)[C@H](Cc3cc4ccccc4[nH]3)n3cc([C@@H](N)CO)nn3)CC2)n1,139*,107,2.0,.,0.4,.,22,1,.
